Screens (PubChem)
HTR5A ag ctr – HTR5A agonism, opioid heterodimer counter-screen. activation, % at 9.3 µM. hit rate 0.61% among 340,000. HTR5A agonist assay, luminescence, cell-based. AID 504692; in the data active means activation mostly above about 9.5%, no sharp cut-off; inactive means mostly below about 7.6%;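 further: 0% = cells with vehicle only and 100% = reference agonist; strong numbers were not always called active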
PvdQ inh – P. aeruginosa PvdQ acylase inhibition | purified PvdQ acylase, fluorescence plate reader | inhibition, % at 10 µM | hit rate 0.063% among 340,000 | AID 488965; in the data active means inhibition above about 30%, passing the limit was not always enough;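 further: 0% = vehicle neutral wells and 100% = reference inhibitor wells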
MITF TRPM1 HTS – MITF TRPM1 promoter activation in melanoma cells. activation, % at 12.5 µM. hit rate 0.75% among 300,000. AID 588334. SK-MEL-5 TRPM1-promoter luciferase, 24 h; % of positive control, neutral wells = 0;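 active means mean activation of at least 80% with every replicate also reaching 80%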;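 further: 0% = neutral control wells and 100% = parthenolide positive control wells; values of inactives mirror those of a sister screen read the other way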
RTF Ca sens act – increases calcium sensitivity of human cardiac regulated thin filaments | hit rate 0.24% among 340,000 | activation, % at 7.2 µM | P19429+P45379 | IANBD-labeled TnC RTF fluorescence at EC20 calcium; 0% EC20 calcium, 100% full calcium;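 active means activation above the mean over all tested compounds plus 3 SD, cut at about 30% in these data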;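 further: rise in fluorescence read as greater calcium sensitivity of cardiac thin filaments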
Wnt bcat act – Wnt/beta-catenin pathway activation | Wnt/beta-catenin reporter cell assay, activator, plate reader | activation, % at 9.35 µM | hit rate 1.2% among 300,000; in the data active means activation above about 30%, passing the limit was not always enough;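 further: 0% = neutral control wells and 100% = positive control wells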
SR-BI uptake up – activators of SR-BI mediated HDL lipid uptake | CHO ldlA[mSR-BI] cells, DiI-HDL uptake fluorescence, 3 h; 100 = double the neutral-control signal | activation, % at 12.5 µM | hit rate 0.096% among 320,000 | AID 504775;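 active means mean replicate activation of at least 60% and every replicate at or above 60%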;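 further: 0% = median plate neutral-control signal and 100% = twice that signal; values of inactives mirror those of a sister screen read the other way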
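material = CHO ldlA[mSR-BI] cells | medium = Ham's F12 with 0.5% BSA, HEPES 25 mM, pH 7.4 | reagent = fluorescent DiI-HDL, 10 µg/mL final | compound dosing = single-point compound dose | incubation = 3 h, 37 °C | measured by = bottom-read fluorescence, 550/595 nm | measure = HDL uptake via cellular fluorescence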
SR-BI DiI inh – blocks mouse SR-BI lipid uptake from DiI-HDL. AID 488896. Q61009. ldlA[mSR-BI] CHO cells, DiI-HDL uptake fluorescence, 3 h. hit rate 0.96% among 320,000. inhibition, % at 12.5 µM;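 active means mean replicate inhibition of at least 70% and a set share of replicates each scoring 70 or more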;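 further: 0% = median of neutral control wells and 100% = median of positive control wells; values of inactives mirror those of a sister screen read the other way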
Target sequence (Q61009 whole entry, looked up): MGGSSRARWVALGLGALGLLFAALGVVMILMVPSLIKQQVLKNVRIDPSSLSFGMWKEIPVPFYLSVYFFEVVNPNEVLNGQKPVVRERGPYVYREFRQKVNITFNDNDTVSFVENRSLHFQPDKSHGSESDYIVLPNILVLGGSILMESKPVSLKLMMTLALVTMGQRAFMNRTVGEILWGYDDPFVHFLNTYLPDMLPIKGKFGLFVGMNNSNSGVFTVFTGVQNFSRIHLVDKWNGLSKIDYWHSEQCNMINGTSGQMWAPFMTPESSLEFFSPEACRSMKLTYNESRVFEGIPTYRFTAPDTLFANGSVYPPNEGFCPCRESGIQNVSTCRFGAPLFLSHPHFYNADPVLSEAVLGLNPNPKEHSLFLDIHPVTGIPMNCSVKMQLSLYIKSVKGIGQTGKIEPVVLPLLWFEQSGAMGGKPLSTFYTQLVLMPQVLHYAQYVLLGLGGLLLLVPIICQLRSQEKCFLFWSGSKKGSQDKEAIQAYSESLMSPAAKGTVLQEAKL
Rtt109 Vps75 – blocks Candida albicans Rtt109/Vps75 acetyltransferase activity. purified Rtt109/Vps75, ThioGlo CoA-SH fluorescence, 4 h. Q5AAJ8. AID 540336. hit rate 0.16% among 330,000. inhibition, % at 34.9 µM;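 active means inhibition of at least 50% in every replicate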
Target sequence (Q5AAJ8 whole entry, looked up): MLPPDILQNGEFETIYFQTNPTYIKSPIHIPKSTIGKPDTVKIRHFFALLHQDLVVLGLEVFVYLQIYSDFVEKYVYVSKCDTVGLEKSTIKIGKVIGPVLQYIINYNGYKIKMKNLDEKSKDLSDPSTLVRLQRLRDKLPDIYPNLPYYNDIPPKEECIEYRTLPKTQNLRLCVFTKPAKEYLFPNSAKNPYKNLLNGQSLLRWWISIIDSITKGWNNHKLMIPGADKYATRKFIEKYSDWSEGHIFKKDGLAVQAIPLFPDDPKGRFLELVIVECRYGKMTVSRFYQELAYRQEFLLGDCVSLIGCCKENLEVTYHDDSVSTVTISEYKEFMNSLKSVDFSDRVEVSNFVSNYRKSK
dFosB act – mouse delta FosB homodimer activation | purified delta FosB, TAMRA-CDK5 oligo fluorescence polarization; percent of positive-control signal above neutral wells | activation, % at 25 µM | hit rate 0.99% among 340,000 | AID 493131;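 active means mean activation above about 17%, with every replicate also reaching it, limit read from the data, passing the limit was not always enough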;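 further: fluorescence polarization rise as delta FosB binds a TAMRA Cdk5 AP-1 oligo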
CDK5 inh – CDK5/p35 (human) kinase inhibition; Recombinant CDK5/p35, ADP-Glo luminescence, 60 min; inhibition, % at 10 µM; hit rate 0.01% among 330,000;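 active means highest replicate inhibition of at least 50% and at least 75% of replicates reaching 50%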;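 further: plate controls were DMSO neutral control for no effect and GW8510 at 10 µM for full effect; many of its hits are not listed in these tables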
* marks the source's active call; other numbers are inactive results; · = not tested or not shown. Random draw from the library; about 4.4% have a hit in one of these screens.

SMILES	HTR5A ag ctr	PvdQ inh	MITF TRPM1 HTS	RTF Ca sens act	Wnt bcat act	SR-BI uptake up	SR-BI DiI inh	Rtt109 Vps75	dFosB act	CDK5 inh
OC(COc1ccccc1Cl)CN1CCN(CC(O)COc2ccccc2Cl)CC1 (stereo not given)	-4	1	2	-2	·	12	-12	0	11	0.1
Cc1ccc(OCCNC(=O)c2cc(=O)[nH]c3ccccc23)cc1	-2	-18	-7	0	1	4	-4	0	-9	1.7
C=CC[C@@H](CC(=O)N[C@H](CO)Cc1ccccc1)C(=O)N[C@H](COC(=O)[C@@H](CC=C)Cc1ccc(F)cc1)Cc1ccccc1	0	-3	8	1	-1	-23	23	2	-5	-0.1
COCCN1C(=O)c2oc3c(C)cc(C)cc3c(=O)c2C1c1cccc(O)c1 (stereo not given)	-5	-13	·	4	-6	-5	5	-5	-3	0.8
COc1ccccc1CC(=O)NCCc1ccccc1	-2	7	17	-13	-5	-6	6	-3	-2	-0.5
C=CCNc1nc(C(=O)OCC(=O)NCc2ccccc2OC)cs1	2	6	-4	-3	-3	-9	9	0	-5	2.0
CC(c1ccon1)N(C)C(=O)c1ccc2nc(Cc3cccc(Cl)c3)oc2c1 (stereo not given)	2	8	6	3	1	-3	3	14	-5	·
O=[N+]([O-])c1cccc(/C=N\N2CCN(c3ccc(Cl)cc3)CC2)c1	-1	-2	7	11	·	-11	11	1	-4	-0.8
COC(=O)Cc1c(C)c2ccc(OCC(=O)N3CCC(C)CC3)c(C)c2oc1=O	-5	3	7	-3	1	-13	13	-2	-9	-0.4
CCOc1ccc(S(=O)(=O)N2CCOCC2)cc1NC(=O)CN1C(=O)NC(CC)(c2ccccc2)C1=O (stereo not given)	-2	-8	-13	1	-3	10	-10	20	-17	-0.5
COc1ccc(C(=O)Nc2nc3ccc4nc(C)sc4c3s2)cc1	4	8	-5	0	-4	-20	20	10	23*	-0.1
O=C(CSc1nccn1-c1ccccc1)N1CCc2ccccc21	-9	-17	-2	0	-1	·	·	3	-11	-0.6
CC1(C)Cc2nc3nc(SCC(=O)NCCc4ccccc4)n(-c4ccccc4)c(=O)c3cc2CO1	-4	1	1	6	-2	15	-15	0	-10	-0.5
Cc1nc(N2CCOCC2)c2c(C)c(C(=O)Nc3ccccc3Cl)sc2n1	7	-17	10	3	5	-33	33	-1	-18	0.4
CC(C)N(CCCNC(=O)C1CCN(S(=O)(=O)N2CCOCC2)CC1)Cc1ccccc1	-1	-13	-1	-2	·	·	·	-4	1	-1.1
CC1CCCC(NC(=O)CN2C(=O)NC(c3ccccc3)(c3ccccc3)C2=O)C1C (stereo not given)	-1	-18	16	-7	-5	-18	18	1	-10	-1.1
CCCn1c2ccccc2c2cnn(CC(=O)NC3CCN(Cc4ccccc4)CC3)c(=O)c21	1	-14	13	3	0	-54	54	-2	-12	2.6
Cc1c(Cl)cccc1NC(=O)NCc1ccc(F)cc1	-9	15	29	-3	19	-22	22	·	28*	-1.0
CC(C)N1CCC2(CC1)Oc1ccc(Br)cc1C1CC(c3cccnc3)=NN12 (stereo not given)	0	1	·	8	2	0	0	1	-2	0.5
CN(C(=O)CSc1nc2ccccc2s1)c1c(N)n(Cc2ccccc2)c(=O)[nH]c1=O	-2	2	0	0	0	-6	6	26	-9	0.9
COc1cc(/C=C2/N=C(c3ccccc3F)OC2=O)cc(Cl)c1OS(C)(=O)=O	-1	-14	-19	1	-3	38	-38	4	-5	-1.0
CCOC(=O)c1sc2nc(C)nc(Nc3ccccc3)c2c1C	-1	-10	-11	1	-2	-64	64	-1	0	1.1
CN(c1ccccc1)S(=O)(=O)c1ccc(C(=O)NCC2CCCO2)cc1 (stereo not given)	-4	-10	-8	-4	-3	6	-6	-10	4	-0.6
Cn1c(SCc2cccc(Br)c2)nnc1-c1ccncc1	2	1	20	-7	1	0	0	-2	3	0.4
C/C(=N\NC(=O)CSc1nc(C)cc(C)n1)c1cccs1	0	-13	3	-9	-1	19	-19	-6	-3	1.8
O=C(CSc1nc2c(sc3ccccc32)c(=O)n1Cc1ccco1)NCC1CCCO1 (stereo not given)	1	-10	-15	3	·	-25	25	-14	-6	1.3
O=C(NCCN1CCCCCC1)c1ccc(CS(=O)(=O)c2ccc(Br)cc2)o1	-3	-10	1	7	·	3	-3	-4	2	2.2
Cc1ccc(-c2csc3ncnc(N4CCc5ccccc5C4)c23)cc1	6	-2	3	6	1	-30	30	-2	-12	0.6
O=C(COC(=O)C1CC(O)CN1S(=O)(=O)c1ccc(Cl)cc1)c1ccccc1 (stereo not given)	6	-14	-2	3	-2	13	-13	1	-5	-0.8
COc1cc(C(C2C(=O)CC(C)(C)CC2=O)C2C(=O)CC(C)(C)CC2=O)ccc1O	-3	-10	-4	-2	0	-4	4	2	1	0.2
Cc1nc(SCC(=O)N2CCNC2=O)c2ccccc2n1	-1	-3	-8	0	-5	3	-3	-2	-7	1.2
COc1cccc(N2CCN(CC(=O)NCc3cccs3)CC2)c1	0	-13	-5	2	·	-2	2	-5	-6	-0.6
CCS(=O)(=O)Nc1ccc(C(=O)CC2(O)C(=O)Nc3ccc(Br)cc32)cc1 (stereo not given)	8	6	-4	-2	·	9	-9	3	-2	-3.0
COc1ccccc1N(CC(=O)NCc1ccco1)S(C)(=O)=O	3	0	-4	1	-3	5	-5	-4	-7	-1.4
COc1ccccc1Nc1nc2cc(C)ccc2cc1C#N	4	-14	-4	1	-1	-3	3	1	5	0.3
COc1ccc(N2CCN(C(CNC(=O)C(=O)NCc3cccnc3)c3ccco3)CC2)cc1 (stereo not given)	7	-10	-8	-2	-1	·	·	1	-4	3.5
O=C(Nc1ccc(N2CCOCC2)c(Cl)c1)c1cccnc1	0	-13	38	-4	·	-13	13	-5	3	2.1
c1ccc2c(c1)[nH]c1nc3nncn3nc12	5	12	-7	4	2	26	-26	-11	-6	0.2
O=C(CC(=O)c1ccccn1)c1ccccc1	-2	1	55	-8	50*	11	-11	-3	4	0.2
CCCCNC(=O)COC(=O)c1ccc(NC(C)=O)cc1	0	-13	-10	1	7	31	-31	-2	5	0.5
O=C(NCCN1CCCC1)c1ccc2c(c1)N(Cc1ccccc1)C(=O)c1ccccc1S2(=O)=O	1	-8	13	-2	-2	-2	2	7	13	0.8
COc1ccc(Nc2ncnc3c2cnn3Cc2ccccc2)cc1	-2	4	-2	5	7	-11	11	17	-1	-0.9
COc1cccc(C(=O)OCC(=O)N2CCc3ccccc32)c1OC	-5	0	70	-8	6	11	-11	-20	-4	0.6
C=CCn1c(SCc2cc(C(C)=O)ccc2OCC)nc2ccccc2c1=O	0	-11	-13	-9	-5	-51	51	-7	-3	-0.7
CCN(C(=O)COC(=O)c1ccccc1SCC(=O)NC1CCCCCCC1)C1CCS(=O)(=O)C1 (stereo not given)	-1	-15	3	4	·	28	-28	0	-3	-0.6
CCCC(=O)Oc1c(S(=O)(=O)c2ccc(C)cc2)c(C)nn1C(C)(C)C	2	2	3	6	3	-33	33	10	-8	0.4
CCOC(=O)C1CCCN(S(=O)(=O)c2c(C)[nH]c(C)c2C(=O)N2CCCC2)C1 (stereo not given)	1	-21	27	2	2	15	-15	-5	-1	-1.3
Cc1cnc(NC(=O)Cc2c[nH]c3ccccc23)s1	5	5	10	6	7	-8	8	20	-5	17
O=c1c(NCCc2ccc(Cl)cc2)c(-c2ccccc2)c1=O	2	19	-8	0	1	12	-12	-9	2	-1.2
COc1ccc(CCNC(=O)CSc2ccccn2)cc1	1	-9	4	1	3	10	-10	10	-3	-1.5
CCCOc1ccccc1NC(=O)Nc1ccccc1Cl	6	-7	36	-4	-2	-50	50	2	1	-0.9
COc1ccc(CNC(=O)C2CCCN(S(=O)(=O)c3c(C)n[nH]c3C)C2)cc1 (stereo not given)	9	2	11	12	·	8	-8	67*	-11	5.8
O=C1NCCOC(=O)[C@@H](Cc2ccc(F)cc2)CC/C=C/C[C@@H]1CC(=O)N(CCO)Cc1ccccc1	0	-8	3	-2	-2	14	-14	0	-1	-0.6
Fc1cccc(NC(=S)NCc2ccccn2)c1	-2	3	12	-6	15	-20	20	-9	0	0.0
COc1ccc(C(=O)OCC(=O)NCC2CCCCC2)c(OC)c1	-1	3	-3	-7	-3	17	-17	2	2	-0.3
CCOC(=O)c1sc(=NC(=O)COc2ccccc2)n(C)c1C	-1	2	24	-5	14	12	-12	-1	-1	-0.3
C=CCNC(=O)/C(=C\c1cccc([N+](=O)[O-])c1)NC(=O)c1ccccc1	1	5	-17	-2	-3	15	-15	14	-4	1.9
Cc1ccc(NC(=O)C(C)SCc2nc3sc4c(c3c(=O)[nH]2)CCCC4)nc1 (stereo not given)	0	-8	-16	2	0	4	-4	-1	-13	0.9
CCN(CC)c1ccc(/C=N/N2CCN(c3ccccc3OC)CC2)cc1	3	1	·	1	-2	-81	81*	0	-4	-9.3
COc1cccc(Nc2ncnc3c2cnn3-c2cccc(C)c2)c1	3	-7	·	-3	·	-33	33	7	-7	0.7
Other entries follow:
SMILES	HTR5A ag ctr	PvdQ inh	MITF TRPM1 HTS	RTF Ca sens act	Wnt bcat act	SR-BI uptake up	SR-BI DiI inh	Rtt109 Vps75	dFosB act	CDK5 inh
CCOC(=O)N1CCC(NC(=O)c2ccc(CO)c(C(=O)NC3CCN(C(=O)OCC)CC3)c2)CC1	3	-8	-4	-3	0	16	-16	-13	-5	1.7
CC(C)(C)c1nc(SCC(=O)NC2CCCC2)c2ccccc2n1	3	-3	-4	3	-3	·	·	-4	-15	-0.1
O=S(=O)(c1cccc2nonc12)N1CCN(c2ccc(F)cc2)CC1	0	5	2	2	-1	12	-12	-1	3	3.1
COc1ccc(Cn2c(-c3ccccc3)nc3c(c(=O)c4ccccc4n3C)c2=O)cc1	-4	-12	9	3	-1	-22	22	-7	3	-1.3
Cc1ccc(C)c(Nc2ccc(C(=O)NCCc3ccccc3)cn2)c1	1	-14	-12	10	·	-2	2	-7	-6	0.6
COc1ccc(OC)c(-c2csc(CCn3nc(C)cc3C)n2)c1	-2	-3	6	-1	-2	-2	2	1	-4	-7.8
CC1CC(C)CN(S(=O)(=O)c2ccc(Cl)cc2)C1 (stereo not given)	6	-5	3	4	-2	-15	15	-7	-2	0.5
CC(=O)c1c(C)nc(-c2ccccc2)nc1NC(=O)Cc1ccccc1	0	18	-6	4	1	-26	26	-6	-14	-0.8
CCCN(CC(=O)Nc1ccccc1C)C(=O)C1CCCN(C(=O)c2ccc(Cl)cc2)C1 (stereo not given)	2	-11	-6	-7	-3	-29	29	-4	-8	-0.4

Grouped by structure, the entries above containing a tert-butyl group (two)
SMILES	HTR5A ag ctr	PvdQ inh	MITF TRPM1 HTS	RTF Ca sens act	Wnt bcat act	SR-BI uptake up	SR-BI DiI inh	Rtt109 Vps75	dFosB act	CDK5 inh
CCCC(=O)Oc1c(S(=O)(=O)c2ccc(C)cc2)c(C)nn1C(C)(C)C	2	2	3	6	3	-33	33	10	-8	0.4
CC(C)(C)c1nc(SCC(=O)NC2CCCC2)c2ccccc2n1	3	-3	-4	3	-3	·	·	-4	-15	-0.1
